# Screening data deposited in PubChem BioAssay by National Center for Advancing Translational Sciences (NCATS).
# PI5P4K alpha inh: inhibitors of human PI5P4K alpha. PI5P4Kalpha enzyme, ADP-Glo luminescence, 60 min; active compounds read low. max response, %. 1.2% of 330,000 active. AID 652105; active = max response of -50% or lower; inconclusive = between -30% and -50%; inactive = -30% or higher; note: value at the top dose of about 77 µM; % is set by controls: 0 for no effect and ±100 for the full control effect
#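 PI5P4Kalpha ADP-Glo assay; 5 microM ATP final; 60 min RT reaction; HEPES pH 7.4/EGTA/CHAPS, 5% DMSO; controls lacking substrate or enzyme; luminescent end-point.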
# WRN inhibitor: blocks human WRN helicase. WRN helicase unwinding, fluorescent forked duplex, kinetic. Potency, µM (highest dose often 114 µM), for the others: at the top dose activity change, negative = inhibition, hits mostly inhibitors. 0.46% of 360,000 active; note: potency is the fitted concentration of half-maximal effect; % is set by controls: 0 for no effect and ±100 for the full control effect; nearly all actives have a fitted effect of over 55% in size
#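 Primary qHTS, 1536-well format. 20 nM WRN + compound, 15 min RT; start with 100 nM forked fluorophore/quencher duplex, 2 mM ATP (final); kinetic read ex 525/em 598 nm.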
# Abeta yeast res: restores growth of yeast expressing A-beta42 peptide; yeast expressing A-beta42, growth rescue, OD600, 48 h; response scale: 0% DMSO, 100% iron-clioquinol control; Potency, µM (titrated, usually from 46.1 µM), inactives show at the highest dose growth rescue, usual class: activators; 0.063% of 410,000 active; AID 1347071; note: potency is the fitted concentration of half-maximal effect; nearly all actives have a fitted effect of over 55% in size
#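 Yeast growth medium received pinned compounds, then yeast cells expressing toxic A-beta were added; plates incubated at 30 C for 48 hr. Growth read as absorbance at 600 nm, normalized to DMSO and equimolar FeCl3 plus clioquinol controls.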
# EPAC1 antagonist: blocks human EPAC1 exchange factor; Potency, µM (titrated, usually from 115 µM), for inactives: at the top dose activity change, negative = inhibition, actives largely listed as inhibitors; 0.14% of 360,000 active; O95398; EPAC1 GEF assay, Rap1b-BODIPY-GDP exchange fluorescence;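 note: potency is the fitted concentration of half-maximal effect; plate controls were vehicle for no effect and positive control for full effect; nearly all actives have a fitted effect of over 50% in size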
# Target sequence (O95398 whole entry, looked up): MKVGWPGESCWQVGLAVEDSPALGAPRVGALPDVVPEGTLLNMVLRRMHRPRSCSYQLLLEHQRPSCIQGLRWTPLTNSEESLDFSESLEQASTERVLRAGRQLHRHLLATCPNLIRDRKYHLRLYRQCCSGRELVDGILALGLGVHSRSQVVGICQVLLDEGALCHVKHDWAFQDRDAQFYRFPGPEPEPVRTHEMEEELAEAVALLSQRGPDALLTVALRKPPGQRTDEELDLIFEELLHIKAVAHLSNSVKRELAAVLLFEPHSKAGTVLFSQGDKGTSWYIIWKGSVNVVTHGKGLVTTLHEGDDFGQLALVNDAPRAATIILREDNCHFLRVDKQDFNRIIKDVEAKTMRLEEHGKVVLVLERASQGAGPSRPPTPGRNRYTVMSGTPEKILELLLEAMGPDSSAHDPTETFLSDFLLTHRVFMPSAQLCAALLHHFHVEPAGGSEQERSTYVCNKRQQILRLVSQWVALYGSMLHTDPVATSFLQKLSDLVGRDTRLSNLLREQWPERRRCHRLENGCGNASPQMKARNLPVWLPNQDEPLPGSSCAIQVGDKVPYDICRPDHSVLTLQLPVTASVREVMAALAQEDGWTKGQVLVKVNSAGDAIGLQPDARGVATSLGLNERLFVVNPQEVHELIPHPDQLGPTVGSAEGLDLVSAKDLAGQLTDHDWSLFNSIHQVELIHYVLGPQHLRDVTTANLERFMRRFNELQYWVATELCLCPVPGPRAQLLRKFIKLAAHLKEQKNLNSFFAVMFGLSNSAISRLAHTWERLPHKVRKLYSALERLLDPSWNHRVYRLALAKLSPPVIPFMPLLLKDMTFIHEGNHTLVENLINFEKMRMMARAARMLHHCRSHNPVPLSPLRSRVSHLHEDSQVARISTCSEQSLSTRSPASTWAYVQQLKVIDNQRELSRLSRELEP
# PLK1 PBD block: PLK1 (human) polo-box domain binding inhibition; P53350; Plk1 PBD binding of FITC phosphopeptide, fluorescence polarization; Potency, µM, without a hit: max response, negative = inhibition, hits mostly inhibitors; 2.8% of 360,000 active; note: potency is the fitted concentration of half-maximal effect; series mostly up to about 57 µM; % is set by controls: 0 for no effect and ±100 for the full control effect; nearly all actives have a fitted effect of over 65% in size
# EPAC1 ag: agonists of human EPAC1; 0.073% of 360,000 active; O95398; Potency, µM (series often up to 154 µM), inactives show at the highest dose activation, most hits filed as activators; EPAC1 agonist qHTS, biochemical assay; response scale: 100% = response to 6.5 mM cAMP; AID 720707; note: potency is the fitted concentration of half-maximal effect; nearly all actives have a fitted effect of over 60% in size
#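 Normalized to 6.5 mM cAMP, activity reflects EPAC1-catalysed release of BODIPY-GDP from Rap1B, followed kinetically over 30 min at 480 nm excitation, 540 nm emission. Reaction contained 100 nM EPAC1, 250 nM Rap1B-BODIPY-GDP, 50 uM GDP.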
# IL-2 act: IL-2 activation; AID 652025; activation, % (series mostly up to about 46 µM); 0.065% of 360,000 active; IL-2 activation reporter assay, cell-based qHTS; stimulated with anti-CD3/CD4/CD28 beads; in transgenic mouse T cells; in the data active = activation above about 50%; inconclusive = mostly about 30% to 49%; note: 0% is about no effect
#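 Unstimulated transgenic mouse T cells preincubated 60 min with compound, then stimulated with anti-CD3/anti-CD4-coated beads plus anti-CD28 for 18 h at 37 degrees C. IL-2 response read as EGFP and DsRed fluorescence by plate cytometry.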
# FUS yeast rescue: rescues growth of FUS-expressing yeast; 0.24% of 390,000 active; Potency, µM (highest dose often 76.6 µM), inactives show at the highest dose growth rescue (activation), actives largely listed as activators; S. cerevisiae FUS-expressing, growth rescue, OD600, 24 h;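 note: potency is the fitted concentration of half-maximal effect; plate controls were DMSO vehicle for no effect and reference control for full effect; nearly all actives have a fitted effect of over 55% in size; some results filed as inactive show a strong effect at the top dose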
#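 Steps: raffinose overnight preculture; dilution to OD 0.005 in 2% galactose minimal medium; compound addition (concentration series); 24hr at 30C, 99% humidity; absorbance read at 600 nm.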
# Starred values were filed as active, the others as inactive; ? = inconclusive; / = not tested or not shown; [ ] = remark or other dose. Unless noted, calls come from the whole dose curve; as a rule, active = well fitted curve in the direction sought with a large enough effect; inconclusive = small, poorly fitted or top-dose-only effect, or another doubt; inactive = no such curve, though single readings can be large; an effect the other way counts as inactive or inconclusive. Not a hit list; about 4.1% have a hit in one of these screens.
SMILES,PI5P4K alpha inh,WRN inhibitor,Abeta yeast res,EPAC1 antagonist,PLK1 PBD block,EPAC1 ag,IL-2 act,FUS yeast rescue
O=C(NCCN1CCN(c2ccccc2)CC1)C1CCN(S(=O)(=O)c2cccc3nsnc23)CC1,0.5,-2.6%,-5.8%,-19.6%,4.2%,-1.2%,0.5,-12.4%
CN(C)c1ccc(CNC(=O)CCNS(=O)(=O)c2cc(Br)cnc2N)cc1,-8.2,1.1%,8.2%,6.4%,26.7µM*,12.5%,0.3,0.4%
S=C1NC2(CCCCCC2)N=C1c1ccccc1,0.9,6.1%,5.01µM*,-4.3%,2.9%,-4.6%,-3.2,-18.8%
COc1ccc(CC(=O)Nc2ccc(S(=O)(=O)N3CCOCC3)cc2)cc1,-0.9,-21.8%,4.7%,-6.2%,-3.1%,10.5%,-1.7,/
O=C(CC12CC3CC(CC(C3)C1)C2)NCc1ccccc1,-2.8,-2.3%,10.3%,3.5%,-1.0%,-4.0%,-0.1,19.8%
CCNc1oc(-c2cccc3ccccc23)nc1C#N,-4.0,-9.7%,3.4%,-3.7%,-4.9%,11.3%,-0.6,15.2%
COc1ccc(-c2csc(C(O)c3ccccc3)n2)cn1 (centres undefined),1.2,0.4%,0.7%,-0.4%,-1.9%,-5.9%,0.9,-6.2%
COc1ccc(-c2c[n+]3c4n2CCCCC4=C(c2ccccc2)C3)cc1,-23.1,-2.3%,-35.0%,1.2%,-8.6%,0.0%,-3.0,15.6%
c1ccc(-n2cnnc2SCc2cn3cccnc3n2)cc1,/,-13.2%[57.1 µM],-10.0%,16.3%,-8.7%,3.7%,-3.3,5.8%
CCN(CC)CCN1C(=O)C(O)=C(C(=O)c2sc(C)nc2C)C1c1cccnc1 (centres undefined),-2.7,6.1%,-4.7%,-3.6%,3.4%,-0.3%,1.6,-15.6%
O=C(CCCn1c(=O)[nH]c2cc(Cl)ccc2c1=O)NC1CCCCCCC1,2.0,-0.9%,-1.4%,15.3%,-11.9%,7.4%,-1.0,8.3%
CCc1nnc(NC(=O)Cc2c[nH]c3ccccc23)s1,-7.0,-1.2%,6.0%,-16.2%,4.5%,7.5%,0.1,2.8%
CC(O)c1nc2ccccc2n1CC(=O)Nc1ccc2c(c1)OCCO2 (centres undefined),7.0,-2.3%,3.2%,5.7%,-5.7%,3.6%,0.5,-23.2%
CC1CCC(NC(=O)CN2CCC(n3nnc4cc(F)ccc43)CC2)CC1 (centres undefined),-0.7,-0.9%,10.4%,3.6%,-5.2%,0.9%,-0.5,12.1%
COc1ccc(C(C)(O)c2nc(-c3csc4ccccc34)cs2)cc1 (centres undefined),31.6,1.7%,?,1.9%,-6.7%,-8.5%,-0.4,25.5%
O=C(Nc1ccc2c(c1)OCO2)c1csc([C@@H]2C[C@H](O)[C@@H](CO)O2)n1,1.8,10.6%[57.1 µM],-14.3%,-16.5%,-9.3%,1.8%,-0.4,-19.2%
CCOC(=O)c1cnn(-c2ncnc3c2cnn3C)c1N,-1.8,6.4%,-10.1%,2.0%,-4.4%,9.9%,-3.0,-17.4%
COc1ccc(CCN2CCCn3c2nc2c3c(=O)n(Cc3ccccc3F)c(=O)n2C)cc1OC,-1.3,-0.5%,-9.3%,1.6%,-6.5%,8.6%,-2.6,2.0%
COC(=O)C1=C(C)N=C2SC(C#N)=C(N)N2C1c1cc(OC)c(OC)c(OC)c1 (centres undefined),6.2,-17.0%,-5.6%,-1.6%,-9.9%,13.5%,0.2,1.7%
CCOc1ccccc1NC(=O)COc1coc(CN2CCc3ccccc3C2)cc1=O,-0.8,-35.0%,-1.3%,-17.8%,-23.6%,-6.7%,1.2,18.6%

# Not a retest: entries from further up.
SMILES,PI5P4K alpha inh,WRN inhibitor,Abeta yeast res,EPAC1 antagonist,PLK1 PBD block,EPAC1 ag,IL-2 act,FUS yeast rescue
COc1ccc(-c2c[n+]3c4n2CCCCC4=C(c2ccccc2)C3)cc1,-23.1,-2.3%,-35.0%,1.2%,-8.6%,0.0%,-3.0,15.6%
c1ccc(-n2cnnc2SCc2cn3cccnc3n2)cc1,/,-13.2%[57.1 µM],-10.0%,16.3%,-8.7%,3.7%,-3.3,5.8%
CCN(CC)CCN1C(=O)C(O)=C(C(=O)c2sc(C)nc2C)C1c1cccnc1 (centres undefined),-2.7,6.1%,-4.7%,-3.6%,3.4%,-0.3%,1.6,-15.6%
O=C(CCCn1c(=O)[nH]c2cc(Cl)ccc2c1=O)NC1CCCCCCC1,2.0,-0.9%,-1.4%,15.3%,-11.9%,7.4%,-1.0,8.3%
CCc1nnc(NC(=O)Cc2c[nH]c3ccccc23)s1,-7.0,-1.2%,6.0%,-16.2%,4.5%,7.5%,0.1,2.8%
CC(O)c1nc2ccccc2n1CC(=O)Nc1ccc2c(c1)OCCO2 (centres undefined),7.0,-2.3%,3.2%,5.7%,-5.7%,3.6%,0.5,-23.2%
CC1CCC(NC(=O)CN2CCC(n3nnc4cc(F)ccc43)CC2)CC1 (centres undefined),-0.7,-0.9%,10.4%,3.6%,-5.2%,0.9%,-0.5,12.1%
COc1ccc(C(C)(O)c2nc(-c3csc4ccccc34)cs2)cc1 (centres undefined),31.6,1.7%,?,1.9%,-6.7%,-8.5%,-0.4,25.5%
O=C(Nc1ccc2c(c1)OCO2)c1csc([C@@H]2C[C@H](O)[C@@H](CO)O2)n1,1.8,10.6%[57.1 µM],-14.3%,-16.5%,-9.3%,1.8%,-0.4,-19.2%
CCOC(=O)c1cnn(-c2ncnc3c2cnn3C)c1N,-1.8,6.4%,-10.1%,2.0%,-4.4%,9.9%,-3.0,-17.4%
COc1ccc(CCN2CCCn3c2nc2c3c(=O)n(Cc3ccccc3F)c(=O)n2C)cc1OC,-1.3,-0.5%,-9.3%,1.6%,-6.5%,8.6%,-2.6,2.0%
COC(=O)C1=C(C)N=C2SC(C#N)=C(N)N2C1c1cc(OC)c(OC)c(OC)c1 (centres undefined),6.2,-17.0%,-5.6%,-1.6%,-9.9%,13.5%,0.2,1.7%
CCOc1ccccc1NC(=O)COc1coc(CN2CCc3ccccc3C2)cc1=O,-0.8,-35.0%,-1.3%,-17.8%,-23.6%,-6.7%,1.2,18.6%

# The listing continues.
SMILES,PI5P4K alpha inh,WRN inhibitor,Abeta yeast res,EPAC1 antagonist,PLK1 PBD block,EPAC1 ag,IL-2 act,FUS yeast rescue
CCCS(=O)(=O)NC(=O)C1(C)CCCN(C(=O)c2ccc3snnc3c2)C1 (centres undefined),-3.2,5.3%,-2.8%,6.6%,3.3%,12.1%,0.0,3.4%
Cn1c(/C=C(\C#N)C(N)=S)ccc1-c1ccc(Br)cc1,2.3,-17.2%,-0.6%,-29.9%,-6.1%,6.4%,0.2,-0.5%
CN(C(=O)COC(=O)/C=C/c1ccc2c(c1)OCO2)c1c(N)n(Cc2ccccc2)c(=O)[nH]c1=O,1.2,-8.3%,-0.2%,-5.7%,-3.2%,?,2.2,13.4%
O=c1cc(CNCCCO)c2ccccc2[nH]1,-7.1,6.1%,-3.6%,-0.8%,-1.9%,-3.5%,-2.3,-26.5%
COc1cc(S(=O)(=O)N2CCOCC2)cc(C(=O)OCC(=O)NCc2ccco2)c1OC,-4.4,-17.8%,-8.1%,13.7%,-1.6%,-5.4%,-5.2,/
O=C1N2CCSC2=NC1(Nc1ccccn1)C(F)(F)F (centres undefined),3.8,-9.7%,-11.6%,2.2%,1.8%,0.6%,-0.5,-14.5%
COc1ccc(/C=C(/NC(=O)c2ccco2)C(=O)NCc2ccco2)cc1OC,3.5,-3.2%,5.3%,-6.1%,5.2%,-0.8%,0.1,10.9%
Oc1ccc(C[C@@H](CN2CCC[C@@H]2CN2C(=S)NC[C@@H]2Cc2ccccc2)N2C[C@H](Cc3ccccc3)N(CCc3ccccc3)C2=S)cc1,6.9,-9.2%,-7.8%,-2.6%,-7.9%,10.4%,0.3,?
O=C(NCc1ccco1)C1CCC(N2C(=O)C3C4CCC(C4)C3C2=O)CC1 (centres undefined),-4.9,-32.3%,-21.0%,-3.6%,-9.9%,-2.7%,0.4,25.0%
CC(C)C(C(=O)NCc1ccccc1)N1CCN(C(=O)C2CCCO2)CC1 (centres undefined),-1.6,2.3%,-13.2%,-5.4%,-6.3%,-0.2%,0.3,6.0%
Cc1ccc(OCC(=O)NNC(=O)c2ccccc2OCc2c(C)noc2C)cc1,2.9,-19.8%,22.3%,-6.9%,-4.2%,-25.0%,0.6,9.1%
COc1ccc(/C=N\NC(=O)c2cccc(Br)c2)c(OC)c1,-6.0,10.4%,-11.6%,-8.9%,-2.7%,12.6%,-2.8,-21.9%
Cc1cc(C)c2nc(NNC(=O)c3cc(-c4cccs4)nc4ccccc34)sc2c1,-6.0,-4.2%,?,9.7%,-8.6%,-3.8%,-1.2,25.0%
COc1ccccc1NC(=O)Cc1nnc(SCC(=O)NC2CCCCC2C)n1C (centres undefined),6.8,9.0%,4.2%,25.0%,-9.9%,6.9%,1.5,15.4%
N/C(COc1ccc(Cl)cc1)=N\NS(=O)(=O)c1ccccc1,/,-1.7%,-0.1%,-14.3%,0.4%,12.2%,3.3,4.5%
O=C(c1cccs1)N1C[C@H](n2cc(-c3ccc(F)cc3)nn2)[C@@H](O)C[C@@H]1c1ccc(Cl)cc1,-4.6,-2.2%,-0.6%,-9.1%,-5.9%,3.3%,1.6,?
CN(C)c1ccc(CNCc2cccnc2)cc1,2.5,-5.5%,-11.8%,3.6%,-0.2%,11.9%,-0.6,-3.3%
CCN(c1ccccc1C(=O)O)S(=O)(=O)c1cccc2nsnc12,6.1,-19.4%,1.6%,-2.7%,0.1%,0.6%,0.4,8.4%
Cc1ccc(S(=O)(=O)N2CCCC2C(=O)Nn2cnnc2)cc1 (centres undefined),/,-6.2%[57.1 µM],5.1%,4.6%,0.8%,10.9%,-2.1,-13.6%
CCOC(=O)c1sc(NC(=O)CSc2nccc(C)n2)nc1C,1.0,-0.6%,3.4%,1.9%,-5.0%,5.9%,0.7,0.8%
Cc1ccccc1SCC(=O)NNC(=O)c1ccccc1O,?,-3.4%,2.8%,11.5%,?,-12.6%,-0.3,24.7%
